Source: PubChem BioAssay
MEKK2wt PB1 HTS: modulators of MEK5 binding to wildtype MEKK2, primary screen, biochemical, multiplex bead flow cytometry, Alexa488-MEK5 | binding response (% of control), % at 10 µM | hit rate 1.1% among 290,000 | Mitogen-activated protein kinase kinase kinase 2 (Homo sapiens), Q9Y2U5 | AID 1531, 2009 | Alexa488-MEK5 binding to MEKK2 WT; actives lie on both sides; in the data active = binding response below about 67% or above about 130%
UBC9 SUMO inh: inhibitors of in vitro SUMOylation cascade, primary screen, biochemical, HTRF, uHTS; inhibition, % at 35 µM; hit rate 0.36% among 290,000; SUMO-conjugating enzyme UBC9 (Homo sapiens), P63279; HTRF SUMOylation assay, SAE1/SAE2 + UBC9; AID 2006, 2009; in the data active = inhibition above about 50%, passing the limit was not always enough; also: strong numbers were not always called active
MEKK3 PB1 HTS: modulators of MEKK3-MEK5 PB1 binding, primary screen, biochemical, wildtype MEKK3, multiplex bead flow cytometry, Alexa488-MEK5 | Mitogen-activated protein kinase kinase kinase 3 (Homo sapiens), Q99759 | AID 1529, 2009 | binding response (% of control), % at 10 µM | hit rate 1.4% among 290,000 | bead-based flow cytometry, Alexa488-MEK5 binding to MEKK3; actives lie on both sides; 0 = blocked by unlabeled MEK5, 100 = vehicle;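 active = binding response more than 3 SD above or below the average of its plate-row segment, actives on both sides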;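 also: Alexa488 bead fluorescence after subtracting the streptavidin-only scavenger bead signal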
PfM18AAP inh: PfM18AAP inhibitors, malaria aminopeptidase, primary screen, biochemical, QFRET, recombinant enzyme. M18 aspartyl aminopeptidase (Plasmodium falciparum 3D7). H-Glu-NHMec fluorogenic cleavage. inhibition, % at 7.35 µM. hit rate 1.2% among 290,000;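 active = inhibition above the campaign mean inhibition over all tested compounds plus 3 SD, cut at about 28% in these data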;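 also: 0% = plate median of test compound wells and 100% = 2 mM ZnCl2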
IDE act: human IDE activators in live cells, primary screen, fluorescence polarization, HEK cells, FAbeta-B substrate. Insulin-degrading enzyme (Homo sapiens), P14735. FAbeta-B cleavage; 0% vehicle, 100% cell-free pure enzyme wells. activation, % at 5.96 µM. hit rate 0.073% among 340,000. AID 493087, 2011;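 active = activation above the mean of all tested compounds plus 3 SD, set per screening campaign, cut at about 17% in these data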
Target sequence (P14735 whole entry, looked up): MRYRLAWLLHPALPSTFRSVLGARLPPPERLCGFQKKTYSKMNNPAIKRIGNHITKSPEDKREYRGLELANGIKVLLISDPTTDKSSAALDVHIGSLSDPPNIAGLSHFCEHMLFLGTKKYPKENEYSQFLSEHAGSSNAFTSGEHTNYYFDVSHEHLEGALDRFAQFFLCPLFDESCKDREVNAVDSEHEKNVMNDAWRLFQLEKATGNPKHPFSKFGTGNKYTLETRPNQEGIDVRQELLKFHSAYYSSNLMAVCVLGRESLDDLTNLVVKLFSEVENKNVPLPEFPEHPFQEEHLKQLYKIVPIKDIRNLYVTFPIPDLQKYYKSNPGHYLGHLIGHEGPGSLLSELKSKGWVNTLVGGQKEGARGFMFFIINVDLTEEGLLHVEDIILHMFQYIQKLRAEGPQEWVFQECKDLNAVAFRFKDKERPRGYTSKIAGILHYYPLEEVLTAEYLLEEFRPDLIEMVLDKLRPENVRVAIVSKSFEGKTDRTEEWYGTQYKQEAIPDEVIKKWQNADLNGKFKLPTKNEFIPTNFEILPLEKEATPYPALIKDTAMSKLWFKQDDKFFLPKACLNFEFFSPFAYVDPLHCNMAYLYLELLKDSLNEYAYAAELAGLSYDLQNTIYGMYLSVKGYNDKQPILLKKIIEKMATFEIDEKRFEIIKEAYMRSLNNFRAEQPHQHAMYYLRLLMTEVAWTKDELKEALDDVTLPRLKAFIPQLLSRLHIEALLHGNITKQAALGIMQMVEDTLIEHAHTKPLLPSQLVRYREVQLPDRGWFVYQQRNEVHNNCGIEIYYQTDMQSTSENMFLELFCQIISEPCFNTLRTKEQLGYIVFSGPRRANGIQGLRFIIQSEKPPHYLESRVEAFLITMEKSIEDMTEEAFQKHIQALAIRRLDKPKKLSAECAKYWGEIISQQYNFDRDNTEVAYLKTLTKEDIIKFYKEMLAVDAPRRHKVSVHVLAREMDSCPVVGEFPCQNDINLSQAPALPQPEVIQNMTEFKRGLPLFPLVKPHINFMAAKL
IDE cell inh: human IDE inhibitors in live cells, primary screen, fluorescence polarization, HEK cells, FAbetaB substrate; Insulin-degrading enzyme (Homo sapiens), P14735; FAbetaB cleavage; inhibition, % at 5.59 µM; hit rate 0.41% among 320,000; AID 434962, 2010;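 active = percent inhibition above the average of all tested compounds plus 3 SD, set per screening campaign, cut at about 16% in these data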;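 also: IDE supplied by intact live HEK cells; FP after avidin binding of uncleaved biotin substrate so inhibition keeps polarization high; 0% = DMSO wells and 100% = 60 µM reference IDE inhibitor Ii1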
MEKK2 mut-MEK5: MEK5 binding signal on mutant MEKK2 PB1, primary screen, biochemical, multiplex bead flow cytometry, Alexa488-MEK5; Alexa488-MEK5 binding to MEKK2 mutant; percent response, % at 10 µM; hit rate 0.35% among 290,000; AID 1530, 2009; in the data active = percent response above about 24%, passing the limit was not always enough; also: inactives centre near 1; some results filed as inactive read as strong as hits; reference of the scale not given here
pCIP destab: p/CIP-EGFP fusion destabilizers, primary screen, fluorescence, F442A cells; 16 h; hit rate 0.01% among 290,000; Q05BA5; AID 1984, 2009; decrease of EGFP signal, % at 10 µM;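 active = EGFP signal decrease of at least 30% at 10 µM or well 3 SD below plate mean, unless failing retest; inactive = the rest, including hits failing retest or dose response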; also: some compounds called inactive have numbers as strong as hits; many of its hits are not listed in these tables
NALP1 yeast inh: NALP1 inflammasome inhibitors in reconstituted yeast, colorimetric, S. cerevisiae, triplicate retest | hit rate 0.61% among 280,000 | AID 2071, 2009 | S. cerevisiae NALP1/ASC/caspase-1 growth, X-gal OD620, 72 h | inhibition, % at 10 µM; in the data active = inhibition mostly above about 24%, no sharp cut-off; inactive = mostly below about 32%; also: some compounds called inactive have numbers as strong as hits
The depositor's hits bear a star; x = no result given. The list is partial (hit frequency here may not be typical).

SMILES	MEKK2wt PB1 HTS	UBC9 SUMO inh	MEKK3 PB1 HTS	PfM18AAP inh	IDE act	IDE cell inh	MEKK2 mut-MEK5	pCIP destab	NALP1 yeast inh
O=C(Nc1cccc(-c2ccccc2)c1)N1CCN(C(=O)Nc2cccc(-c3ccccc3)c2)CC1	108.0	9.5	96.0	-5.1	2.7	2.0	-5.0	-11.9	3.9
CC(=O)Nc1ccc2c(c1)nc(CCN1CCOCC1)n2C	110.0	5.6	110.0	-1.2	2.5	2.9	4.0	1.6	25.2
CCN(CC)CCNC(=O)C(=O)NCC1OCCN1S(=O)(=O)c1ccc([N+](=O)[O-])cc1 (stereo not given)	90.0	4.3	87.0	0.8	1.2	-3.4	-3.0	-10.4	31.9
O=C(Cc1cccs1)Nc1nc(-c2cccnc2)cs1	97.0	20.5	99.0	1.7	-1.3	2.1	-2.0	-5.0	-2.4
COC(=O)CSc1nc2ccccc2o1	92.0	-17.4	89.0	-3.0	7.7	-1.1	-5.0	-2.7	6.1
O=C(Nc1cc(S(=O)(=O)N2CCOCC2)ccc1N1CCCC1)C1COc2ccccc2O1 (stereo not given)	96.0	5.0	102.0	15.0	1.9	2.0	-5.0	-6.1	18.5
O=C1NCCN1C(=O)c1ccccc1F	99.0	20.0	98.0	4.0	0.0	2.9	-2.0	-4.4	8.3
O=C(/C=C/c1ccc(Cl)c([N+](=O)[O-])c1)Nc1cccc(NC(=O)c2ccco2)c1	112.0	-27.3	143.0*	-0.5	3.3	6.5	0.0	-2.4	10.4
CC1CCCC(NC(=O)CCC(=O)c2ccc(F)cc2)C1C (stereo not given)	105.0	-4.7	106.0	1.8	3.7	-1.5	0.0	-3.1	9.8
CCOc1cc(/C=N/Nc2nncc(-c3ccccc3)n2)ccc1O	95.0	26.0	97.0	6.9	2.0	-0.9	-2.0	-9.9	17.6
Cc1ccccc1Nc1nc(NCc2ccco2)c2ccccc2n1	149.0*	17.6	104.0	7.3	2.2	9.5	35.0	11.0	21.2
Cc1cc(N2C(=O)C3C4C=CC(C4)C3C2=O)ccc1NC(=O)c1cccs1 (stereo not given)	100.0	3.8	103.0	-4.2	3.2	-4.8	-1.0	5.1	-5.6
CC(C(=O)NN=C(c1ccccc1)c1ccccc1)N1CCOCC1 (stereo not given)	100.0	13.3	101.0	0.9	6.2	1.3	3.0	-8.2	5.4
Cc1cc(NC(=O)CSc2nc3ccccc3c(=O)n2Cc2ccccc2)no1	102.0	16.4	103.0	-1.5	3.1	3.7	6.0	-3.8	1.1
Nc1nc(-c2ccc3ccccc3c2)cs1	99.0	2.8	100.0	-6.5	-0.1	5.6	-1.0	-8.2	9.1
Cc1ccc(S(=O)(=O)NC2OC(=O)C(Cl)=C2Cl)cc1 (stereo not given)	106.0	12.5	104.0	14.5	-1.2	-0.7	7.0	-1.8	21.9
Nc1nc(F)cc(N2CCCCCC2)n1	96.0	-6.4	100.0	0.0	0.0	5.1	2.0	4.5	-4.4
COC(=O)c1ccccc1NC(=O)NN1CCN(C)CC1	109.0	-6.6	102.0	-1.5	1.1	0.1	5.0	-6.9	0.6
CC(=O)N1c2ccc(S(=O)(=O)NCCC(=O)Nc3ccc(C)cn3)cc2CC1C (stereo not given)	100.0	7.4	99.0	2.2	3.5	-5.2	3.0	-5.3	-23.7
COCCCN1C(=O)C(=O)/C(=C(/O)c2ccc(OC(C)C)c(C)c2)C1c1ccncc1 (stereo not given)	113.0	-3.5	105.0	6.6	0.9	8.4	10.0	-4.9	-4.1
COc1cccc(-n2nnnc2SCC(=O)NCc2ccc3c(c2)OCO3)c1	x	32.9	x	-3.2	-0.5	-3.7	x	10.4	13.1
COC(=O)CCN(C(=O)c1ccc(OC(C)=O)cc1)c1ccccn1	103.0	13.5	103.0	-1.9	2.5	-0.2	3.0	-14.4	11.5
O=C(COc1ccccc1)N1CCN=C1SCc1ccc(F)cc1	95.0	5.5	98.0	-1.7	4.2	7.3	-5.0	-8.0	x
CC(=O)N1CCc2cc(C(=O)CN3CCN(c4ccccn4)CC3)ccc21	106.0	6.3	102.0	-5.1	3.4	-0.4	7.0	-13.4	x
CN(C)c1ccc(/C=N/NC(=O)c2ccn(C)n2)cc1	92.0	11.9	88.0	4.2	4.2	4.6	-14.0	-5.7	-4.2
Cn1c(SCC(=O)NC2CC2)nnc1-c1ccccn1	110.0	15.3	102.0	-8.2	1.3	-4.8	7.0	14.5	3.2
CC1(C)CC(=O)c2cnc3nc4ccccc4n3c2C1	99.0	14.9	101.0	-3.8	-2.5	-2.0	2.0	-3.3	6.8
Cc1nc(-c2cccnc2)sc1C(=O)N/N=C/c1ccccc1Cl	70.0	-2.3	73.0	-0.5	x	-4.0	-13.0	-2.2	x
COc1ccccc1C(CCN(Cc1ccccc1)C(C)=O)c1ccco1 (stereo not given)	86.0	5.1	89.0	7.5	-0.9	2.4	-5.0	4.1	x
Nc1ncc(Br)cc1S(=O)(=O)NCCC(=O)NCc1ccc(F)cc1	97.0	-0.1	99.0	8.5	1.1	4.6	7.0	-7.0	-7.0
CC(=O)c1ccc(S(=O)(=O)N(C)CCCC(=O)N(C)Cc2ccccc2F)cc1	105.0	9.1	101.0	-13.3	-2.4	-4.7	-2.0	-19.4	23.1
Cc1ccc(NCC(=O)c2ccc(C)cc2)cc1	106.0	17.5	107.0	-9.6	2.2	-1.0	3.0	-8.0	13.9
Cn1c(=O)c2ncn(CC(=O)Nc3ccc4c5c(cccc35)CC4)c2n(C)c1=O	101.0	-3.4	103.0	8.1	-5.1	6.5	1.0	-5.5	13.8
Cc1ccc(CNC(=O)Cn2cccc2C(=O)c2ccccc2)cc1	95.0	-7.7	99.0	1.2	0.8	2.1	-4.0	-5.5	x
N#CCCN(C(=O)CSc1ccc2c(c1)OCCO2)c1ccc(F)cc1	109.0	2.3	107.0	5.5	4.9	4.4	6.0	-6.7	7.5
O=C(COc1ccc([N+](=O)[O-])cc1)Nc1ccc(N2CCCC2)cc1	103.0	15.9	103.0	5.2	-2.1	-3.7	0.0	-8.6	13.9
CC(C)C[C@H](NC(=O)NCc1ccc(F)cc1)C(=O)O	99.0	6.7	103.0	-3.4	5.5	-1.4	2.0	-15.1	22.9
Nc1cnc(CNc2ccccc2Cl)cn1	81.0	13.1	90.0	x	1.5	-4.2	3.0	2.4	x
COc1ccc(NC(=O)C/C(C)=N/NC(=O)c2cnccn2)cc1Cl	96.0	10.9	98.0	9.0	1.4	6.0	-1.0	0.3	-7.8
Cn1c2c(c3ccccc31)CCN=C2c1ccccc1	101.0	x	101.0	x	-2.4	-1.4	-1.0	x	x
O=C(CCN1CCCCC1)NCC1OCCc2ccccc21 (stereo not given)	96.0	-0.6	94.0	1.1	-0.6	-2.0	5.0	2.0	15.8
CS(=O)(=O)c1ccc(C(=O)Nc2cccc(-c3nc4ccccc4[nH]3)c2)cc1	110.0	7.8	103.0	-0.5	-7.0	5.3	7.0	5.8	-4.5
CC1CN(C(=O)C2(C)CC2(Br)Br)CC(C)O1 (stereo not given)	109.0	15.3	110.0	-9.2	-4.7	-3.9	-1.0	-13.7	31.8
N#Cc1c(SCC(N)=O)nsc1SCc1ccccc1Cl	94.0	1.0	97.0	-3.5	4.0	-1.7	-8.0	-5.5	2.9
O=[N+]([O-])c1ccc2[nH]c(O)c(N=NC3CS(=O)(=O)CC3O)c2c1 (stereo not given)	98.0	7.3	102.0	10.8	4.7	-8.6	4.0	-13.2	3.8
CCOC(=O)CC(=O)CSc1nc(N)c(C#N)c(-c2ccc(F)cc2)c1C#N	96.0	-14.5	99.0	20.6	-3.9	4.7	-7.0	3.6	-3.3
COc1ccccc1C1CC(c2ccco2)=NN1S(C)(=O)=O (stereo not given)	29.0*	10.0	97.0	0.4	-2.7	-0.9	17.0	-7.6	1.2
O=C1/C(=C\c2cccnc2)SC(=S)N1C1CCS(=O)(=O)C1 (stereo not given)	100.0	-17.8	100.0	17.8	-11.3	1.7	3.0	-20.1	3.4
Cc1onc(-c2ccccc2Cl)c1C(=O)OCC(=O)Nc1ccc2c(c1)OCO2	93.0	-4.2	99.0	-1.7	6.1	4.6	-5.0	8.0	12.5
CN(C)N1C(N)=C(C#N)C(c2cccc(Cl)c2)C2=C1CCCC2=O (stereo not given)	103.0	10.8	96.0	12.9	2.0	8.5	6.0	-18.4	7.0
O=C(c1ccccc1Cl)N1N=C(c2ccc(Br)cc2)CC1c1nc2ccccc2[nH]1 (stereo not given)	96.0	-58.8	104.0	6.3	-3.4	-0.5	0.0	2.1	6.3
COc1cccc(-c2cc(C(=O)N3CCN(c4ccc(F)cc4)CC3)no2)c1	100.0	6.8	104.0	1.4	1.9	0.8	-2.0	-6.0	16.5
O=C(Cn1nc(-c2ccccc2)ccc1=O)Nc1ccc(NC(=O)c2ccccn2)cc1	99.0	39.5	105.0	1.2	-5.9	-5.8	2.0	-0.5	5.2
COC(=O)CSc1nc2sccc2c(=O)n1-c1ccccc1	98.0	8.4	100.0	4.3	-2.0	5.6	-3.0	-0.9	5.4
O=C(O)C1CCCCC1C(=O)N1CCCC1 (stereo not given)	87.0	12.0	96.0	-11.4	3.8	1.4	-9.0	-1.5	13.7
CNC(=O)COC(=O)c1c2c(nc3ccccc13)CCC2	102.0	22.9	101.0	-0.7	3.7	1.5	9.0	-4.4	24.4
COc1ccc(NS(=O)(=O)c2cc(C(=O)O)ccc2C)cc1	91.0	5.5	85.0	3.8	5.4	-0.6	-12.0	3.4	5.3
COc1cccc(OC)c1C(=O)Nc1ccc(Cc2ccncc2)cc1	110.0	-1.6	147.0*	-7.0	4.7	-1.7	1.0	2.4	12.5
COc1cc(Cl)c(S(=O)(=O)NCCCn2ccnc2)cc1Cl	107.0	17.5	105.0	2.3	-0.4	0.9	5.0	-12.8	17.5
CCOC(=O)Cc1nnc(Nc2cc(C)ccc2C)c2ccccc12	103.0	1.5	113.0	-4.2	2.8	-1.7	4.0	-0.4	-3.5
CCCCC(=O)N1C/C=C\C(c2ccc(OC)cc2)N(Cc2ccc(F)cc2)C(=O)C1 (stereo not given)	100.0	-3.7	107.0	x	-0.6	-3.8	7.0	-7.0	x

By substructure: those above containing an NH in an aromatic ring.
SMILES	MEKK2wt PB1 HTS	UBC9 SUMO inh	MEKK3 PB1 HTS	PfM18AAP inh	IDE act	IDE cell inh	MEKK2 mut-MEK5	pCIP destab	NALP1 yeast inh
CS(=O)(=O)c1ccc(C(=O)Nc2cccc(-c3nc4ccccc4[nH]3)c2)cc1	110.0	7.8	103.0	-0.5	-7.0	5.3	7.0	5.8	-4.5
O=[N+]([O-])c1ccc2[nH]c(O)c(N=NC3CS(=O)(=O)CC3O)c2c1 (stereo not given)	98.0	7.3	102.0	10.8	4.7	-8.6	4.0	-13.2	3.8
O=C(c1ccccc1Cl)N1N=C(c2ccc(Br)cc2)CC1c1nc2ccccc2[nH]1 (stereo not given)	96.0	-58.8	104.0	6.3	-3.4	-0.5	0.0	2.1	6.3
